Screening results: PubChem, several laboratories
TNAP activation fold: stimulation of alkaline phosphatase TNAP activity – biochemical, luminescent, no phosphate acceptor, uHTS, primary screen (AID 1001). purified TNAP, luminescent activation assay, no phosphate acceptor; higher activation fold means a stronger effect. activation fold at 20 µM, or EC50 in µM where a hit was titrated. actives 0.03% (n = 200,000); in the data active = activation fold from about 3, or a potency from the dose series; inactive = the rest, 99 in 100 with activation fold below about 1.6; note: many of its hits are not listed in these tables
PMI inhibition: MPI inhibition at elevated mannose 6-phosphate – biochemical, fluorescence intensity, high mannose 6-phosphate, primary screen (AID 1220) | inhibition, % at 20 µM, or IC50 in µM where a hit was titrated | actives 0.66% (n = 190,000) | recombinant PMI enzyme, coupled fluorescence intensity; higher % means a stronger effect
RSV antiviral HEp-2: inhibition of RSV-induced cytopathic effect – HEp-2 cells, primary 10 µM value included (AID 2391); HEp-2 cells, RSV-induced CPE inhibition; higher % means a stronger effect; CPE inhibition, % at 10 µM; hits with a dose series show IC50 in µM; actives 0.13% (n = 310,000); in the data active = a potency from the dose series; inconclusive = CPE inhibition mostly from about 23% at the one dose, without a potency; inactive = the rest, 99 in 100 with CPE inhibition below about 21%; note: strong numbers were not always called active
PMI inhibitors: inhibitors of human PMI, primary screen, biochemical, fluorescence intensity, coupled assay (AID 1209) | purified PMI enzyme, coupled fluorescence intensity; higher % means a stronger effect | inhibition, % at 20 µM, or IC50 in µM where a hit was titrated | actives 0.42% (n = 190,000);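 note: plate controls were DMSO vehicle for no effect and wells lacking substrate for full effect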
Salmonella PhoP GFP: inhibitors of PhoP regulon expression, primary screen, Salmonella Typhimurium, GFP reporter (AID 1863); actives 0.16% (n = 300,000); inhibition, % at 50 µM; hits with a dose series show IC50 in µM; S. Typhimurium PhoP-regulated promoter GFP reporter, 4 h; higher % means a stronger effect;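 active = inhibition over 29.93%, a cutoff 3 SD above the screen mean, later confirmed by dose response; inconclusive = inhibition over 29.93% but no dose response follow-up; inactive = inhibition at most 29.93% or unconfirmed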;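 note: 0% = low Mg2+ inducing control and 100% = high Mg2+ repressing control; strong numbers were not always called active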
Ins promoter up: MIN6 insulin promoter up-regulation | actives 0.3% (n = 190,000) | z-score at 5 µM | MIN6 insulin promoter-GFP reporter, high-content imaging; stronger effect = higher value;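 active = z-score above 3 at 5 µM with at least 500 cells counted in the well; inconclusive = wells under 500 cells, flagged as cytotoxic or low count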
ER stress rescue: rescue of cells from ER stress-induced death, primary screen, 384-well, CSM14.1, thapsigargin, ATP luminescence (AID 1222). CSM14.1 thapsigargin-induced death rescue, ATP luminescence; higher % means a stronger effect. cellular ATP content (survival), % at 20 µM, or EC50 in µM where a hit was titrated. 190,000 tested, under 10 active;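 active = EC50 below 50 µM in the dose-response confirmation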;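 note: death triggered by thapsigargin at about 15 µM added after 2 h compound pretreatment; cell ATP read after overnight thapsigargin exposure of roughly 18 to 22 hours; normalized against plate controls of thapsigargin alone and 5% DMSO vehicle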
Large T inhibition: SV40 large T antigen inhibitors, biochemical (AID 1903) | SV40 large T antigen ATPase/helicase inhibition assay; higher % means a stronger effect | one-dose inhibition, % at 20 µM; IC50 in µM for titrated hits | actives 0.39% (n = 310,000); in the data active = a potency from the dose series; inconclusive = inhibition mostly from about 32% at the one dose, without a potency; inactive = the rest, 99 in 100 with inhibition below about 32%; note: strong numbers were not always called active
West Nile virus CPE: West Nile virus antiviral activity, cell-based, CPE readout (AID 1621) | West Nile virus-infected cells, CPE inhibition; higher % means a stronger effect | CPE inhibition, % at 10 µM, or IC50 in µM where a hit was titrated | actives 0.02% (n = 290,000); in the data active = a potency from the dose series; inconclusive = CPE inhibition mostly from about 3.7% at the one dose, without a potency; inactive = the rest, 99 in 100 with CPE inhibition below about 2.2%; note: strong numbers were not always called active
Ins promoter up cell count: also measured in Ins promoter up; calls as there; cell count; measured here: cytotoxicity, nuclei count;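 total cells summed across four imaged fields per well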
An asterisk follows results filed as active; u = inconclusive; x = no result given. Cut-off read from the data, not from the text of the source, unless noted: active = inhibition above about 50%; inactive = the rest.

SMILES	TNAP activation fold	PMI inhibition	RSV antiviral HEp-2	PMI inhibitors	Salmonella PhoP GFP	Ins promoter up	Ins promoter up cell count	ER stress rescue	Large T inhibition	West Nile virus CPE
COc1cc(C(=O)Nc2ccc(NC(=O)c3ccccc3Cl)nc2)cc(OC)c1OC	x	x	1.5%	x	9%	x	x	x	0%	-0.2%
CN(C)S(=O)(=O)c1ccc(C(=O)/C=C/c2cccnc2)cc1	x	x	0.5%	x	1%	x	x	x	-1%	3.0%
O=c1c(-c2nn[nH]n2)coc2ccc(Cl)cc12	1.1	-5%	2.4%	-2%	14%	-0.73	1447	-0.8%	29%	0.8%
O/C(=C\c1ccc2ccccc2n1)c1ccc(O)cc1O	1.1	-10%	12%	-6%	3%	0.24	1231	-1.1%	4%	x
O=C(CN1CCN(C(=O)C2CCCO2)CC1)Nc1ccc(Br)cc1 (centres undefined)	x	x	0.3%	x	-1%	x	x	x	28%	-0.1%
Cc1ccc(CNC(=O)C2(S(=O)(=O)c3ccccc3)CC=CC2)cc1	x	x	0.4%	x	3%	x	x	x	6%	-0.7%
Clc1cc2nc(-c3cccnc3Cl)[nH]c2cc1Cl	x	x	-0.1%	x	11%	x	x	x	18%	-0.9%
CCn1c(SCC(=O)Nc2c(C#N)cnn2-c2ccccc2)nnc1-c1cccs1	x	x	1.4%	x	-9%	-1.1	1101	x	10%	0.0%
CNC(=O)NC(=O)COc1c(F)c(F)cc(F)c1F	1.2	0%	2.6%	-3%	6%	0.32	1268	0.3%	19%	-0.1%
N#CC1(NC(=O)CN2CCN(S(=O)(=O)c3ccccc3F)CC2)CCCC1	x	x	2.4%	x	-5%	0.3	1071	x	22%	-0.2%
CCCSc1ncc(Cl)c(C(=O)Nc2ccc(S(=O)(=O)N3CC(C)OC(C)C3)cc2)n1 (centres undefined)	1.1	22%	11%	24%	5%	x	x	2.5%	11%	-0.3%
COc1ccc(NC(=O)CN2CCN(c3ccc(Cl)cc3)CC2)c(OC)c1	1	-1%	u	1%	4%	-0.2	1600	-0.4%	7%	-0.2%
COCCNC(=O)c1onc(CSc2ccncc2)c1C(=O)NCCOC	x	x	4.1%	x	-3%	-0.73	1011	x	-6%	0.2%
c1ccc(-c2cn(C[C@H]3CC[C@H](Cn4cc(-c5ccccn5)nn4)O3)nn2)nc1	x	x	-0.8%	x	8%	x	x	x	16%	-0.6%
CCOC(=O)C1CCN(c2cc3c(cc2NC(=O)c2ccccc2Br)n(C)c(=O)n3C)CC1	x	x	0.6%	x	-3%	x	x	x	10%	0.7%
COc1ccc(OC)c(NC(=O)CCNS(=O)(=O)c2cc(Br)cnc2N)c1	x	x	1.1%	x	1%	x	x	x	7%	-0.5%
COC(=O)c1ccc(N2CCCCC2)c(N)c1	1	-4%	-0.3%	2%	1%	x	x	-0.5%	7%	-0.5%
O=C(N1CCN(c2ccccn2)CC1)C(Cl)(Cl)Cl	1	12%	2.4%	10%	0%	0.56	1374	-1.1%	4%	-0.9%
Nc1c(Cl)ncnc1N/N=C/c1ccncc1	x	x	1.8%	x	-9%	-0.09	1104	x	8%	0.0%
Cn1c(C(=O)N(Cc2ccccc2)Cc2cccs2)cc2sccc21	1	12%	6.4%	19%	-12%	-0.79	1049	-1.5%	1%	u

Limited to West Nile virus CPE and PMI inhibition (2 entries from above):
compound	West Nile virus CPE	PMI inhibition
O=c1c(-c2nn[nH]n2)coc2ccc(Cl)cc12	0.8%	-5%
O/C(=C\c1ccc2ccccc2n1)c1ccc(O)cc1O	x	-10%

3 entries from above, set out differently.
> O=C(CN1CCN(C(=O)C2CCCO2)CC1)Nc1ccc(Br)cc1 (centres undefined)
  TNAP activation fold = x | PMI inhibition = x | RSV antiviral HEp-2 = 0.3% | PMI inhibitors = x | Salmonella PhoP GFP = -1% | Ins promoter up = x | Ins promoter up cell count = x | ER stress rescue = x | Large T inhibition = 28% | West Nile virus CPE = -0.1%

> Cn1c(C(=O)N(Cc2ccccc2)Cc2cccs2)cc2sccc21
  TNAP activation fold = 1 | PMI inhibition = 12% | RSV antiviral HEp-2 = 6.4% | PMI inhibitors = 19% | Salmonella PhoP GFP = -12% | Ins promoter up = -0.79 | Ins promoter up cell count = 1049 | ER stress rescue = -1.5% | Large T inhibition = 1% | West Nile virus CPE = u

> COC(=O)c1ccc(N2CCCCC2)c(N)c1
  TNAP activation fold = 1 | PMI inhibition = -4% | RSV antiviral HEp-2 = -0.3% | PMI inhibitors = 2% | Salmonella PhoP GFP = 1% | Ins promoter up = x | Ins promoter up cell count = x | ER stress rescue = -0.5% | Large T inhibition = 7% | West Nile virus CPE = -0.5%

Going on with the list.
SMILES	TNAP activation fold	PMI inhibition	RSV antiviral HEp-2	PMI inhibitors	Salmonella PhoP GFP	Ins promoter up	Ins promoter up cell count	ER stress rescue	Large T inhibition	West Nile virus CPE
CCCCOC(=O)Nc1ccc(S(=O)(=O)Nc2nccs2)cc1	x	x	3.1%	x	-4%	0.43	1146	x	19%	0.7%
COc1ccc(NC(=O)Nc2nnc(C(C)C)s2)cc1	1	1%	8.0%	7%	3%	2	1248	-3.4%	-5%	-1.0%
CN(C)c1ccc2nsnc2c1[N+](=O)[O-]	x	x	2.9%	x	-6%	0.12	1442	x	5%	-0.3%
Cc1nnc(SCC(=O)NC2CCCC2)n1CCc1ccccc1	x	x	0.8%	x	-6%	x	x	x	7%	-0.6%
O=C(CSc1nc(C2CC2)nc2ccccc12)Nc1ccccc1N1CCOCC1	1.1	5%	3.0%	15%	3%	0.23	1513	-0.2%	-5%	0.3%
CN(C)c1ccc(/C=N/NC(=O)c2cc(=O)[nH]c3ccccc23)cc1	x	x	2.7%	x	-5%	0.19	1442	x	10%	0.1%
C[C@H]1C=C(C(=O)NCc2nc3ccccc3[nH]2)O[C@@H](OCc2ccc(CO)cc2)C1	x	x	0.7%	x	-5%	-0.13	1047	x	3%	-0.4%
O=C(CC(C(=O)O)N1CCOCC1)Nc1ccc(Cl)cc1 (centres undefined)	1.1	-4%	0.7%	0%	10%	0.16	1270	x	1%	-0.3%
CC(C)Cc1ccc(CN2CCCC(NC(=O)c3ccnn3C)C2)cc1 (centres undefined)	x	x	8.6%	x	-4%	x	x	x	27%	-0.9%
NC(=S)NNc1cc(Cl)cc(Cl)c1	0.8	-33%	0.4%	-5%	-3%	x	x	-2.2%	7%	0.3%
CCOCCOc1nc2c(c(=O)n(C)c(=O)n2C)n1Cc1ccc(C)cc1	1	9%	0.7%	-6%	x	-1.2	980	-1.6%	x	-0.6%
C[n+]1ccccc1Nc1cc([N+](=O)[O-])ccc1N	x	x	0.9%	x	-1%	x	x	x	11%	0.0%
COc1ccc(/C=N/NC(=O)c2ccc(NC(=O)C3CCCCC3)cc2)cc1O	x	x	0.3%	x	6%	x	x	x	30%	0.1%
CC1(/[N+]([O-])=C/c2ccc(F)cc2)CCCCC1=O (centres undefined)	x	x	x	x	-4%	-0.94	1171	x	15%	0.0%
O=C(Cn1ncc2c(=O)oc3ccccc3c21)N1CCc2ccccc2C1	1.1	2%	2.4%	-1%	5%	0.65	1226	-2.0%	8%	0.1%
O=C(COc1ccc2c3c(c(=O)oc2c1)CCC3)NC(Cc1ccc(Cl)cc1)C(=O)O (centres undefined)	x	x	1.2%	x	2%	x	x	x	9%	0.0%
CCC(=O)Nc1ccc(NC(=O)CSc2nnc(-c3ccco3)n2CC)cc1	x	x	1.1%	x	2%	x	x	x	0%	-0.7%
CCc1nc(SCC(=O)Nc2cc(C)on2)c2c(=O)n(C)c(=O)n(C)c2n1	1.1	11%	1.9%	11%	11%	0.75	2021	-3.5%	0%	0.0%
CN1CCC(OC(=O)c2ccccc2Cl)CC1	1	-1%	-2.0%	-8%	-4%	0.21	1473	0.8%	22%	-0.1%
CC(C)(C)NC(=O)NC(=O)COC(=O)C1CC(=O)N(Cc2ccccc2)C1 (centres undefined)	1	10%	-0.1%	12%	-9%	1.5	1107	-1.6%	16%	0.3%

Following part.
Fields – TNAP activation fold | PMI inhibition | RSV antiviral HEp-2 | PMI inhibitors | Salmonella PhoP GFP | Ins promoter up | Ins promoter up cell count | ER stress rescue | Large T inhibition | West Nile virus CPE
Cc1ccc(CNS(=O)(=O)c2ccc(CN3C(=O)c4cccnc4C3=O)cc2)o1
  x | x | 5.8% | x | -4% | x | x | x | 9% | 0.3%
CCOc1ccc(S(=O)(=O)Nc2cc(F)ccc2F)c2cccnc12
  x | x | 1.6% | x | 1% | x | x | x | 5% | 0.3%
Cc1ccc(C(=O)NCC(=O)OCC(=O)Nc2ccccc2C#N)s1
  1.2 | 6% | -0.4% | -6% | 2% | 0.6 | 1331 | x | -3% | 0.4%
CC1(C)CC(=NNC(=O)c2n[nH]c3c2CCC3)CC(C)(C)N1
  0.8 | 10% | 1.7% | 6% | 0% | 1.1 | 1531 | 1.2% | 10% | -0.1%
Cc1noc(C)c1C(=O)Nc1ccccn1
  1 | -2% | 0.7% | 4% | 11% | 1.9 | 1990 | 0.4% | -2% | 0.3%
COc1cccc(CN(Cc2ccccc2F)S(=O)(=O)c2ccc(S(=O)(=O)NCc3ccccc3)cc2)c1
  1.1 | 10% | 3.0% | 18% | 2% | -0.07 | 1284 | -1.7% | 3% | -0.7%
COc1cc(C2NC(C(=O)O)CS2)ccc1OCc1ccccc1C#N (centres undefined)
  1 | -10% | x | -4% | -8% | 1.3 | 1142 | -2.6% | 2% | -0.2%
CCOC(=O)c1sc(C)c(C(N)=O)c1NC1=NCCCCC1
  0.9 | -4% | -1.4% | -6% | -2% | 0.04 | 905 | 0.4% | 8% | 0.7%
Cc1ccc(C(=O)C(C)OC(=O)c2cc3cc([N+](=O)[O-])ccc3oc2=O)cc1 (centres undefined)
  1 | 12% | 0.1% | 12% | -5% | 0.38 | 1785 | -1.4% | 5% | -0.2%
CCC(C)NC(=O)C1c2ccccc2C(=O)N1Cc1ccccc1 (centres undefined)
  x | x | 1.4% | x | -6% | x | x | x | 10% | -0.6%
COc1ccc(-n2cnc3cc(C(=O)NC4CCCC4)ccc32)cc1
  1.2 | -5% | 4.4% | -13% | -1% | -0.42 | 1315 | -5.4% | 6% | 0.0%
O=c1c2c3c(sc2nc2n1CCCCC2)CCCC3
  1.1 | 10% | 4.2% | 7% | -3% | -0.55 | 1164 | 8.1% | 10% | -0.6%
